Compound activity from PubChem BioAssay.
PMI act hi M6P: activators of human phosphomannose isomerase at near-saturating mannose 6-phosphate | AID 1216 | coupled PMI enzyme assay, resazurin fluorescence, 20 min; hits give high values; 1 = untreated enzyme, 0 = substrate-free blank | 190,000 tested, 0.34% active | activation factor at 20 µM;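 active means activation factor of 2 or more at 20 µM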
Target sequence (P34949 whole entry, looked up): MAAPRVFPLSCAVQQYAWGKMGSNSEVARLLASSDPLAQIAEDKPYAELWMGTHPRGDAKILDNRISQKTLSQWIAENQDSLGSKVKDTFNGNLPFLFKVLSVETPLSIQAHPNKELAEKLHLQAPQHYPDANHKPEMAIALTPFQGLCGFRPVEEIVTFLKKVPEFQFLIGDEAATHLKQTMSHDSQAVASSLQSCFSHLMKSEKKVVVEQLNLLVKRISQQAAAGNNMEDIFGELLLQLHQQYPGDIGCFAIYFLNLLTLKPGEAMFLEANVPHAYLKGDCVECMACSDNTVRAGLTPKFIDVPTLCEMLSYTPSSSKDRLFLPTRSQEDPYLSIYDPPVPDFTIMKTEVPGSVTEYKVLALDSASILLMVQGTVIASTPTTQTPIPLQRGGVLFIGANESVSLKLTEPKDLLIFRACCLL
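Test system – human PMI in coupled enzyme assay · Timing – 20 min incubation at room temperature · Detection – Diaphorase-driven resazurin-to-resorufin fluorescence, excitation 544, emission 590 nm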
NF-kB expr up: raises NF-kB expression in human neuronal cells; NF-kB reporter expression; hits give high values; fold change at 12.5 µM; 190,000 tested, 1.6% active; AID 1239; in the data active means fold change above about 3.3
APP 5'UTR act: activates APP 5'UTR luciferase reporter | SH-SY5Y APP 5'UTR luciferase reporter, luminescence; zero percent = DMSO vehicle wells | activation, % at 2 µM | 190,000 tested, 1% active | AID 1276;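 active means activation above a set limit, based on mean plus 3 SD of controls, cut at about 140% in these data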; further: values of inactives mirror those of a sister screen read the other way
bIAP act: increases bovine intestinal alkaline phosphatase activity | purified bovine IAP, CDP-star luminescence, 30 min; hits give high values; fold of DMSO-control signal, blank-subtracted | activation factor at 20 µM | 200,000 tested, 0.17% active;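 active means activation factor of 2 or more at 20 µM, a signal rise over negative controls twice the positive control's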
FLuc inhib CS: Photinus pyralis luciferase inhibition counter-screen. P08659. ATPLite firefly luciferase biochemical luminescence, 10 min. inhibition, % at 10 µM. 200,000 tested, 1.5% active;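 active means inhibition above about 50% when tested at 10 µM, limit read from the data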
Target sequence (P08659 whole entry, looked up): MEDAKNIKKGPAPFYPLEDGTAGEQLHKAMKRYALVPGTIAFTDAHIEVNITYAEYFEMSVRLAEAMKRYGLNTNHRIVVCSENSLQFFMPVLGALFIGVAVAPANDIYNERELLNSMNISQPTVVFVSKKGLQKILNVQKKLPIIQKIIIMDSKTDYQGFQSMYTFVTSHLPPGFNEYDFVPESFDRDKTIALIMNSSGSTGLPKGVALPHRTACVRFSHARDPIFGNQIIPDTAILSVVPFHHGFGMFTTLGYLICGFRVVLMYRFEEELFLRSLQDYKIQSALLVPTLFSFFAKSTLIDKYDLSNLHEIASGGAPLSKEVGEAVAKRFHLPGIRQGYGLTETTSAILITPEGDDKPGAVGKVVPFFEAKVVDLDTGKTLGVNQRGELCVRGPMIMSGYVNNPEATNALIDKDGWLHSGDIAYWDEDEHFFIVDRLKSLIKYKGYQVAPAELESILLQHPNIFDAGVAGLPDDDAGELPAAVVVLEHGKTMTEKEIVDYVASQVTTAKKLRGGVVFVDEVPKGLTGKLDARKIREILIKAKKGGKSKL
TNAP act hiacc: activators of human TNAP at high phosphate acceptor concentration. P05186. purified TNAP, CDP-star luminescence, 1 M DEA, 30 min; hits give high values; 0 = EDTA background, 1 = DMSO-only activity. activation factor at 20 µM. 200,000 tested, under 10 active. AID 1136;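 active means activation factor at least 2 at 20 µM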
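system = human TNAP | amount = enzyme diluted 1/800 final | reagent = 100 µM CDP-star substrate | signal = luminescent substrate turnover signal | dosing = one dose, 20 µM | benchmarks = EDTA negative control, DMSO positive control | measure = activation factor | timing = 30 min reaction, room temperature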
TNAP inh hiacc: inhibitors of human TNAP at high phosphate acceptor concentration; purified TNAP, CDP-star luminescence, 1 M DEA; inhibition, % at 20 µM; 200,000 tested, 0.03% active; AID 1135;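 active means over 50% inhibition of tissue-nonspecific alkaline phosphatase at 20 µM in the single-dose screen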;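 further: plate controls were DMSO wells for no effect and EDTA-quenched wells as full inhibition for full effect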
FLuc act counter: affects firefly luciferase, flagging false hits in luciferase stimulation screens; 200,000 tested, under 10 active; AID 1027; activation factor at 10 µM; P08659; ATPlite luciferase biochemical, luminescence, 10 min; 0 = ATP-free wells, 1 = DMSO control;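 active means luciferase activation factor, scaled between plate controls, of at least 2 with compound at 10 µM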
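Material: luciferase plus luciferin reagent, cell-free. Medium: PBS buffer for ATP. Also added: ATP substrate, dispensed from a 10.24 µM working solution in PBS. Doses: test compounds dosed from 2 mM stocks in 100% DMSO. Incubation: 10 min post-reagent at room temperature. Technique: light output (luminescence). Read-out basis: luminescence gain marking luciferase activators.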
PMI act: increases human mannose-6-phosphate isomerase activity. P34949. purified human PMI, coupled resazurin fluorescence, 20 min; hits give high values; 1 = vehicle control, 0 substrate-free wells. activation factor at 20 µM. 190,000 tested, 0.005% active;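 active means activation factor of 2 or more at 20 µM, relative to plate controls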
TNAP inh no acc: blocks human TNAP activity with no phosphate acceptor present. inhibition, % at 20 µM. AID 1012. purified TNAP, CDP-star luminescence, 30 min. 200,000 tested, 0.26% active;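 active means tissue-nonspecific alkaline phosphatase inhibition above about 50% at 20 µM in the single-dose screen, limit read from the data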;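 further: 0% = DMSO negative control and 100% = EDTA positive control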
* marks the source's active call; other numbers are inactive results; x = no result given.

No.	canonical_smiles	PMI act hi M6P	NF-kB expr up	APP 5'UTR act	bIAP act	FLuc inhib CS	TNAP act hiacc	TNAP inh hiacc	FLuc act counter	PMI act	TNAP inh no acc
1	COc1ccc(N2CCC(CNC(=O)Nc3ccc(C)c(C)c3)C2)cc1 (configuration not stated)	0.5	1.1	-2	0.9	-4	1.1	-7	1	0.6	-36
2	CCOc1ccccc1Nc1nnc(SCC(=O)Nc2nc(-c3ccc(OC)cc3)cs2)s1	1	1	-19	1	-2	1.1	-6	1	1	-10
3	Cc1cc(C)nc(NC(=NCCc2c[nH]c3ccccc23)NC(=O)Nc2ccc(Cl)c(Cl)c2)n1	1	0.87	-2	0.8	-6	1	-1	1.1	1	-11
4	Cc1ccnn1C(C)C(=O)O (configuration not stated)	1	0.97	4	0.9	-8	1.1	-6	1.1	1.1	-2
5	O=C(O)CCN1C(=O)c2ccncc2C1=O	1.1	1.1	5	0.9	0	1	-3	1	1.1	-7
6	CCCCNC(=O)Nc1c(C)cc(SC#N)cc1C	0.9	0.85	9	1.1	-8	1.1	-6	1.1	1.1	-3
7	CN(C)c1cccc(C(=O)NCC2CCCO2)c1 (configuration not stated)	1	1.2	20	0.9	-1	1	-1	1	0.9	-8
8	NC(=S)N/N=C/c1ccc(-c2ccc(Cl)c(Cl)c2)o1	1.5	1.1	-10	0.9	-1	0.8	19	1	1.3	14
9	CCn1cc(Br)c(C(=O)NC(=S)Nc2ccc(C(=O)OC)cc2)n1	0.9	1.3	3	0.9	0	1	-1	1	1	-5
10	COc1ccc(CCNC(=O)CCCNC(=O)Cn2cnc3sc(C)c(C)c3c2=O)cc1OC	1	1.2	-9	1	-6	1	-3	1.1	1	-16
11	CCOC(=O)N1CCC(NC(=O)CCc2c(C)nc3ncnn3c2C)CC1	1	1.1	-15	1	-5	1	-3	1	1	-12
12	CCOc1cc2[nH]c(=S)n(CC3CCCO3)c(=O)c2cc1OCC (configuration not stated)	0.7	0.86	-12	1	0	1	0	1	0.8	-7
13	O=C(NCC1CCCO1)C1CC(c2ccccc2Cl)=NO1 (configuration not stated)	0.9	1.5	0	0.9	-2	1	-1	1	0.9	-6
14	COCCCn1c(SCC(=O)NNC(=O)c2cccc(O)c2)nnc1-c1ccncc1	1	1.1	-7	1	-6	1.1	-6	1.1	1	-7
15	CCOC(=O)/C=c1\s/c(=C\c2ccc3cc(OC)ccc3c2)c(=O)n1CC(=O)NCc1ccc2c(c1)OCO2	1	1.2	6	1	-4	1	1	1	1	-7
16	CCOC(=O)N1CCN(C(=O)C2CCCN(S(=O)(=O)c3cccnc3)C2)CC1 (configuration not stated)	1	0.96	13	1	-8	1.1	-5	1.1	1.1	6
17	Cn1sc(NC(=O)c2cccc(Cl)c2)nc1=O	1.1	1.5	x	1	20	1	2	0.8	1	-4
18	O=C(Nc1ccc(Br)cc1)c1ccc(Br)c(S(=O)(=O)Nc2cccnc2)c1	1	1	4	1.1	3	1	-1	1	0.9	-29
19	Cc1nc(CS(=O)(=O)c2ccccc2)cc(Sc2ccc(Cl)cc2Cl)n1	0.9	1.6	5	0.9	-9	1	-2	1.1	0.8	-15
20	COc1cccc(NC(=O)COC(=O)/C=C/c2ccc(Cl)cc2Cl)c1	1	1.1	-13	1.4	-2	1	-2	1	0.9	-3
21	O=C(NCCCN1CCN(c2ccccc2)CC1)Nc1ccccc1C(F)(F)F	1	2.2	1	1.2	-6	1	0	1.1	0.9	-8
22	CCc1cccc(NS(=O)(=O)c2ccc3c(c2)oc(=O)n3C)c1	1.1	0.73	-11	1	-12	1.1	-5	1.1	1.1	0
23	CCOC(=O)C1CCN(C(C(=O)Nc2ccc3c(c2)OCCO3)c2ccccc2)CC1 (configuration not stated)	1	1.1	9	1.1	-4	1	0	1	0.9	-12
24	O=C(O)CCSc1nnnn1-c1ccccc1	1	1.1	6	1	-11	1.1	-8	1.1	1	-13
25	CC1CCc2c(sc(NC(=O)C3c4ccccc4Oc4ccccc43)c2C(N)=O)C1 (configuration not stated)	1.1	1.2	14	1.1	0	0.9	7	1	1.1	-15
26	NC(=O)C1CCN(CC(=O)Nc2cccnc2Cl)CC1	1	0.91	14	1.2	4	1.1	-5	1	1	-16
27	O=S(=O)(Cc1ccccc1)NCC1CCCO1 (configuration not stated)	1	0.96	-11	0.9	-1	1	-2	1	1	-10
28	COc1cc(C)c(Br)cc1S(=O)(=O)NCCN1CCOCC1	1	1.4	5	1	-5	1	-4	1	1	-11
29	CNC(=O)c1c2c(nc3ccc(Br)cc13)CCCC2	0.8	0.98	6	0.9	-9	1.1	-6	1.1	0.9	-4
30	C[N+](C)(C)CCCCCCC(=O)/C=N/O	0.9	1.1	4	0.8	-2	1	-5	1	0.8	-6
31	CCN1CNC(=S)N(CCc2ccccc2)C1	1.2	1.2	-1	1	-4	0.9	9	1	1.1	-3
32	O=C(CCCc1c[nH]c2ccccc12)N1CCOCC1	1.1	1.9	-5	1.1	-2	1	-4	1	1	-10
33	COc1cccc(CNc2ccc([N+](=O)[O-])c(NCC(=O)O)n2)c1	0.7	1	2	0.8	-6	0.9	7	1.1	0.8	5
34	COc1ccc(-c2nc(CCNC(=O)c3ccco3)cs2)cc1OC	0.8	0.49	-15	0.9	0	1	-4	1	0.8	0
35	Cc1ccc(NC(=O)CSC2=NCCN2)cc1	1	0.98	10	0.9	1	1	0	1	0.9	-3
36	Cn1c(=O)c2c(nc(SCCN3CCOCC3)n2Cc2ccccc2Cl)n(C)c1=O	1.1	0.74	5	0.9	0	1	-2	1	1.1	-9
37	CCN(CC)c1ccc(NC(=O)COc2ccccc2C#N)cc1S(=O)(=O)Nc1ccc(OC)cc1	1	0.52	5	1	-1	1	1	1	1	5
38	Clc1ccc(-c2noc(CN3CCCC3)n2)cc1	1	2	70	1	1	1.1	-7	1	0.9	-14
39	Cc1ccc(S(=O)(=O)c2ccccc2)cc1S	1.8	2.1	2	0.8	-2	1	-2	1	1.1	-13
40	N#Cc1ccsc1NC(=O)CN1CCN(S(=O)(=O)c2ccc3ccccc3c2)CC1	1	0.8	-10	0.8	-6	1.1	-8	1.1	1	-4
41	CC(C)[C@@H]1N[C@]2(C(=O)Nc3ccccc32)[C@@H]2C(=O)N(c3cccc(C(F)(F)F)c3)C(=O)[C@@H]21	0.9	0.92	11	1	-7	1.1	-5	1.1	0.9	-8
42	NCCCC[C@H]1CNC(=S)N1CC1CCCCC1	1	1.1	-2	0.6	-4	1	-5	1	1	3
43	Cc1c(CNCCc2ccc(Cl)cc2)c(C(=O)O)c(C)n1Cc1ccccc1	1	1.1	-18	0.9	-4	1	-3	1	1	4
44	Cc1cc(C)c2c(c1)c(C)cc1nnc(SCC(=O)c3cccs3)n12	1	1.1	-9	0.9	-3	1	-4	1	0.9	-16
45	O=C(COC(=O)CCc1nc2ccccc2c(=O)[nH]1)NC(=O)NC1CCCC1	0.9	0.97	3	0.9	-3	1	0	1	1	-3
46	COc1ccc(C(=S)N2CCN(c3cccc(Cl)c3)CC2)c(OC)c1	0.9	0.95	-84	1.1	-6	1	0	1.1	0.8	-12
47	COC(=O)c1ccccc1NC(=O)c1ccnn1C	1	1.2	-8	0.9	-5	1.1	-8	1.1	1	-10
48	Cc1ccc(SCC(=O)NC(=O)c2ccc(S(=O)(=O)N(C)C)cc2)cc1C	1.1	1.1	4	1	-3	1.1	-5	1	1	-5

Continued (6 carried over from the part before).
No.	canonical_smiles	PMI act hi M6P	NF-kB expr up	APP 5'UTR act	bIAP act	FLuc inhib CS	TNAP act hiacc	TNAP inh hiacc	FLuc act counter	PMI act	TNAP inh no acc
43	Cc1c(CNCCc2ccc(Cl)cc2)c(C(=O)O)c(C)n1Cc1ccccc1	1	1.1	-18	0.9	-4	1	-3	1	1	4
44	Cc1cc(C)c2c(c1)c(C)cc1nnc(SCC(=O)c3cccs3)n12	1	1.1	-9	0.9	-3	1	-4	1	0.9	-16
45	O=C(COC(=O)CCc1nc2ccccc2c(=O)[nH]1)NC(=O)NC1CCCC1	0.9	0.97	3	0.9	-3	1	0	1	1	-3
46	COc1ccc(C(=S)N2CCN(c3cccc(Cl)c3)CC2)c(OC)c1	0.9	0.95	-84	1.1	-6	1	0	1.1	0.8	-12
47	COC(=O)c1ccccc1NC(=O)c1ccnn1C	1	1.2	-8	0.9	-5	1.1	-8	1.1	1	-10
48	Cc1ccc(SCC(=O)NC(=O)c2ccc(S(=O)(=O)N(C)C)cc2)cc1C	1.1	1.1	4	1	-3	1.1	-5	1	1	-5
49	COc1c(C)cc(C(=O)C2CCCN(C(=O)c3ccoc3)C2)cc1C (configuration not stated)	0.9	1.2	0	0.9	14	1	-2	0.9	0.8	-5
50	COc1ccc(CN2CCN(CCc3ccccc3)C(CCO)C2)cc1Cn1cncn1 (configuration not stated)	1	0.95	-7	1.1	-9	1.1	-6	1.1	0.9	-7
51	CC(C)c1cccc(C(C)C)c1OCCCCN1CCCC1	1	0.9	-5	1	-4	1	1	1	1.1	-9
52	Cc1csc(NC(=O)CSc2nnc(-c3ccc(S(=O)(=O)N4CCCC4)cc3)o2)n1	1	1.1	13	1	-10	1	-4	1.1	1	-10
53	CCCCNC(=O)CN1C(=O)NC2(CCCc3ccccc32)C1=O (configuration not stated)	1	1.1	18	1	-6	1.1	-5	1.1	1	-11
54	O=C(COC(=O)c1cc([N+](=O)[O-])ccc1NCCO)c1ccccc1	0.7	0.91	11	1.2	-3	1	3	1	0.9	5
55	Fc1cc(F)c2nc(Nc3nc4cc5c(cc4s3)OCO5)sc2c1	1.1	2.2	16	0.9	-2	1	-2	1	0.9	-128
56	Cc1cc(NC(=O)CCCC(=O)Nc2ccc(F)cc2)no1	0.9	0.99	16	0.9	-6	1.1	-6	1.1	0.9	-17
57	COc1ccc2[nH]cc(C(O)CN3CCC(C(N)=O)CC3)c2c1 (configuration not stated)	1	1.1	3	0.9	-9	1.1	-7	1.1	1	-12
58	Cc1ccc(N2C(=O)CSC2c2cccs2)cc1 (configuration not stated)	0.9	1.2	4	0.9	-5	1.1	-6	1.1	0.9	-8
59	Cc1cc(-c2cccs2)c2c(N)c(C(=O)c3ccc4c(c3)OCO4)sc2n1	0.9	0.95	0	0.9	-1	1	-1	1	1	-9
60	COc1cc2c(cc1OC)CN(CC(=O)Nc1ccccc1C#N)CC2	1	0.76	5	1	-6	1	-2	1.1	1	-1

Some entries already given with just bIAP act and FLuc act counter.
item	canonical_smiles	bIAP act	FLuc act counter
35	Cc1ccc(NC(=O)CSC2=NCCN2)cc1	0.9	1
36	Cn1c(=O)c2c(nc(SCCN3CCOCC3)n2Cc2ccccc2Cl)n(C)c1=O	0.9	1
37	CCN(CC)c1ccc(NC(=O)COc2ccccc2C#N)cc1S(=O)(=O)Nc1ccc(OC)cc1	1	1
38	Clc1ccc(-c2noc(CN3CCCC3)n2)cc1	1	1
